aSyn yeast rescue: qHTS of alpha-syn Inhibitors: NCGC Sytravon Library Screen | S. cerevisiae alpha-synuclein toxicity rescue, BacTiter-Glo growth, 24 h | Potency, µM (highest dose often 46.1 µM), inactives show top-dose growth rescue (activation), most hits filed as activators | 94,000 tested, 0.02% active; active = well fitted activation curve with a large enough effect; inconclusive = small, poorly fitted or top-dose-only effect; note: 0% is about no effect
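Growth restoration measured by BacTiter-Glo luminescence after 24 hr at 30 deg C; alpha-synuclein yeast, raffinose-pregrown to mid-log, were added at OD600=0.02 in galactose medium onto pinned compounds.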
An asterisk follows results filed as active; ? = inconclusive; & = joins results of further samples. Potency is the fitted concentration of half-maximal effect. These rows are one share of the data; count on the stated rates, not on these rows.

The first 6 records as a preview:
SMILES | aSyn yeast rescue
CC(=O)Nc1ccc(NS(=O)(=O)c2ccc3[nH]c4c(c3c2)CCCCC4)cc1 | 7.7%
COc1cccc(N2C(=O)CSC23C(=O)N(CC(=O)Nc2cc(C)ccc2C)c2ccccc23)c1 (stereo not given) | 6.5%
N#Cc1cnn2c3c(cnc12)C(=O)N1CCc2ccccc2C1C3 (stereo not given) | 1.2%
Cc1cccc(CNC(=O)Cn2nc(C)n3c(cc4cc(F)ccc43)c2=O)c1 | 8.2%
Cc1ccc(-c2cc3c(N4CCN(c5cc(C)ccc5C)CC4)nccn3n2)cc1 | -11.2%
Cc1cc(SCC(=O)NC(=O)c2cccn2C)nc2ccccc12 | 9.5%

This part in full, from the start:
SMILES | aSyn yeast rescue
CC(=O)Nc1ccc(NS(=O)(=O)c2ccc3[nH]c4c(c3c2)CCCCC4)cc1 | 7.7%
COc1cccc(N2C(=O)CSC23C(=O)N(CC(=O)Nc2cc(C)ccc2C)c2ccccc23)c1 (stereo not given) | 6.5%
N#Cc1cnn2c3c(cnc12)C(=O)N1CCc2ccccc2C1C3 (stereo not given) | 1.2%
Cc1cccc(CNC(=O)Cn2nc(C)n3c(cc4cc(F)ccc43)c2=O)c1 | 8.2%
Cc1ccc(-c2cc3c(N4CCN(c5cc(C)ccc5C)CC4)nccn3n2)cc1 | -11.2%
Cc1cc(SCC(=O)NC(=O)c2cccn2C)nc2ccccc12 | 9.5%
Nc1ccc(S(=O)(=O)Nc2nc(-c3ccccc3)cc(-c3ccccc3O)n2)cc1 | -8.8%
COc1cc(C(=O)OC(C)CN2CCOCC2)cc(OC)c1OC (stereo not given) | -10.3%
COc1ccc(C(=O)Nc2ccc(S(=O)(=O)N3CCCC3)cc2)cc1 | -4.5%
CCOc1ccc(NC(=O)CN2C(=O)C(c3ccccc3)=NC23CCC(C)CC3)cc1 (stereo not given) | 3.9%
Cc1ccc(CCNC(=O)c2c(C)oc3nc(C)nc(N4CCOCC4)c23)cc1 | 0.7%
O=C(Nc1ccc(Cl)cc1)Nc1ccccc1Sc1ncc([N+](=O)[O-])s1 | -4.8%
Cc1cccc(C)c1NS(=O)(=O)c1ccc2c(c1)[C@H]1C=CC[C@H]1[C@@H](c1ccc(Cl)cc1)N2 | -4.9%
CN(CC(=O)O)c1ccc(C(F)(F)F)cc1[N+](=O)[O-] | -14.5%
Cc1ccc(C(=O)Nc2cccc(C(=O)O)c2)cc1S(=O)(=O)N1CCCC1 | -5.2%
COc1cc(/C=N/NC(=O)C2CC(=O)N(c3ccc(C)cc3)C2)cc(OC)c1OC (stereo not given) | 11.5%
COCCn1c(SCC(=O)NC2CCCCC2)nnc1-c1ccncc1 | -6.9%
COc1ccc(C)cc1NC(=O)CSc1nc(=O)n(Cc2cccnc2)c2c1CCC2 | -3.2%
O=C1NC(c2ccco2)Nc2sc3c(c21)CCN(Cc1ccccc1)C3 (stereo not given) | 2.2%
CC(C)c1noc(-c2ccccc2OCC(=O)Nc2ccc([N+](=O)[O-])cc2)n1 | -0.2%

Two consecutive records out of the list so far, quoted:
SMILES | aSyn yeast rescue
O=C1NC(c2ccco2)Nc2sc3c(c21)CCN(Cc1ccccc1)C3 (stereo not given) | 2.2%
CC(C)c1noc(-c2ccccc2OCC(=O)Nc2ccc([N+](=O)[O-])cc2)n1 | -0.2%

(more compounds)
SMILES | aSyn yeast rescue
O=c1cc(CSc2nc(NCc3ccc(Cl)cc3)c3ccccc3n2)nc2ccc(Cl)cn12 | 6.7%
COc1ccc(NC(=O)c2cccn2-c2nnc(N3CCCCC3)s2)cc1 | -5.8%
COc1cccc(CNC(=O)CCS(=O)(=O)c2ccc3c(c2)CC(C)N3C(=O)C2CC2)c1 (stereo not given) | -2.0%
COc1ccccc1NC(=O)C(=O)NCCC1CCCCN1S(=O)(=O)c1ccc(F)cc1 (stereo not given) | -0.6%
Cc1noc(C(=O)Nc2cccnc2Cl)c1Cl | 9.7%
CCOC(=O)c1cc(CC)sc1NC(=O)C1CC(=O)NN1Cc1ccccc1 (stereo not given) | -15.3%
COc1ccc(-c2ccc(NS(=O)(=O)c3ccc(OC)c(OC)c3)cc2)nn1 | -1.8%
Cc1oc2c(c(C)cc3oc(=O)c(CC(=O)NCc4ccccc4)c(C)c32)c1C | -4.9%
COc1ccc(CC(=O)Nc2cccc(-c3ccc4nnc(C)n4n3)c2)cc1OC | 5.4%
COC(=O)CC1C(=O)NCCN1C(=O)c1c(F)cccc1F (stereo not given) | -8.4%
Cc1cc(C)n(-c2nc3cc(Cl)c(Cl)cc3nc2Nc2ccc(F)cc2C)n1 | -11.6%
CCN(CC)CCSc1c(C(C)C)cnc2c1c(=O)n(C)c(=O)n2C | 2.6%
O=C(CC(c1cccs1)N1Cc2ccccc2C1=O)Nc1ccccc1F (stereo not given) | -7.2%
CCc1ccc(NCc2cc3cc4c(cc3n(CC(=O)Nc3ccc(Cl)cc3)c2=O)OCO4)cc1 | 2.1%
CCOCCCNC(=O)Cn1ncc2c([nH]c3ccc(C)cc32)c1=O | -9.8%
O=C(CSc1oc(-c2ccc(F)cc2)nc1S(=O)(=O)c1ccc(Br)cc1)NC1CCCCC1 | 0.5%
CCc1nnc(NC(=O)CSc2nccn2-c2cccc(C)c2C)s1 | 1.5%
Cn1c(=O)n(C/C=C/c2ccccc2)c(=O)c2c1nc1n2CCN1c1ccccc1 | -3.8%
Cc1ccc(-c2nc3c(c(SCc4ccc(Br)cc4)n2)Cc2c(CO)cnc(C)c2O3)cc1 | 0.5%
COc1ccc(NC(=O)CSc2nc3c(oc4ccccc43)c(=O)n2-c2ccc(C)c(C)c2)cc1 | 1.1%
CCOC(=O)c1ccc(NC(=O)Cc2coc3cc(C)cc(C)c23)cc1 | -9.7%
CC(=O)Nc1ccc(S(=O)(=O)NC2CC(=O)N(c3ccc4c(c3)OCCO4)C2)cc1 (stereo not given) | 4.7%
COc1ccc(N2C(=O)c3ccccc3NC23CCCC3)cc1 | -4.3%
CC(=O)c1ccc(NC(=O)/C(=C\c2ccc(F)cc2)NC(=O)c2ccco2)cc1 | -3.9%
CC(C)OC(=O)c1ccc(COC(=O)CNC(=O)c2ccco2)cc1 | -1.4%
Cc1cc(C)cc(C(=O)NCC(=O)OCC(=O)Nc2cccnc2Cl)c1 | -2.9%
CC(=O)c1ccc(C(=O)N(CCCN(C)C)c2nc3c(C)c(C)ccc3s2)cc1 | -6.5%
O=C(CCCn1c(=O)c2cccn2c2ccccc21)NCCc1ccc(Cl)cc1 | 25.3%
Cc1c(C(=O)NC2CC(=O)N(c3ccc4c(c3)OCCO4)C2)cccc1[N+](=O)[O-] (stereo not given) | -7.0%
Cc1ccc(C(=O)Nc2cccc(O)c2)cc1S(=O)(=O)N1CCCCCC1 | -10.6%
CC(NC(=O)CCNS(=O)(=O)c1cccc2nonc12)c1ccccc1 (stereo not given) | 9.9%
CCCOc1cccc(C2c3c(oc4ccc(F)cc4c3=O)C(=O)N2c2nc(C)c(C(C)=O)s2)c1 (stereo not given) | 4.1%
CC(C)CN(C(=O)CCC1CCCCC1)c1c(N)n(CC(C)C)c(=O)[nH]c1=O | -0.3%
CCN(CC)C(=O)c1ccc(COc2ccccc2Cl)o1 | 2.4%
CCCCCCOc1ccc(-c2nc3ccc(Br)cc3c(=O)o2)cc1 | -1.8%
COc1ccc(-n2c(CCC(=O)O)ccc2-c2ccccc2)c(OC)c1 | 6.7%
CCC1(C)Cc2ccccc2-c2c1c(=O)n(-c1ccc(C)cc1)c1nnnn21 (stereo not given) | 3.0%
CCc1ccc(-n2c(CCC(=O)O)ccc2-c2ccc(F)cc2)cc1 | 11.2%
Cc1cccc(OC(C)C(=O)Nc2nonc2-c2ccc(Br)cc2)c1C (stereo not given) | -5.1%
COc1ccc(C2C(=O)N(C3CCC(C)CC3)CC(=O)N2CCC2=CCCCC2)cc1OC (stereo not given) | -7.2%
O=C(CSc1n[nH]c(-c2cccnc2)n1)Nc1ccc(Cl)cc1 | 3.5%
CCNc1nc(NC(C)(C)C)nc(Oc2ccc(=O)n(-c3ccccc3)n2)n1 | -6.2%
CCOc1ccc(Nc2ncnc3c2cnn3-c2ccc(F)cc2)cc1 | -2.6%
COc1ccc(Cl)cc1NC(=O)CN(c1cccc(C)c1C)S(C)(=O)=O | ?
Cc1ccc(NC(=O)C2CCN(C(=O)c3cnn(-c4ccccc4)c3-n3cccc3)CC2)cc1C | 6.6%
COc1ccc2oc(C(=O)Nc3ccccc3N3CCOCC3)c(C)c2c1 | -5.8%
O=C(OCCCCOC(=O)c1ccccc1)c1ccccc1 | 2.2%
COc1cc(OC)c(NS(=O)(=O)c2c(C)nc3sc(C)cn3c2=O)cc1Cl | 4.6%
O=C(N/N=C/C=C/c1ccco1)/C(=C/c1ccccc1)NC(=O)c1ccccc1 | 3.8%
COc1ccc2c(c1OC)C(=O)OC2 | 1.2%
(further entries)
SMILES | aSyn yeast rescue
COc1ccc(Nc2cc(C(=O)NCCCN(C)c3ccccc3)c3ccccc3n2)c(OC)c1 | 0.5%
COCCCNC(=O)CN1C(=O)COc2ccc(S(=O)(=O)N3CCCC3)cc21 | 1.0%
O=C(NC(=S)Nc1ccc(S(=O)(=O)Nc2ncccn2)cc1)c1cccc(Br)c1 | -1.0%
CCc1cccc(NC(c2nnc(-c3ccccc3)o2)c2ccc(F)cc2Cl)c1 (stereo not given) | 17.8%
CCOc1ccccc1CNC(=O)c1nc(-c2ccc(Cl)cc2)n2c1CCCCC2 | 0.8%
Oc1ccc[n+](CCCCC[n+]2cccc(O)c2)c1 | -8.1%
CCOC(=O)C1(CCOc2ccccc2)CCN(Cc2cnc(C)[nH]2)CC1 | -2.0%
COc1ccc(-c2cc(=O)c(C(=O)c3ccc(C)cc3)n[nH]2)cc1 | 7.0%
COc1ccc(CNC(=O)c2cnc(N3CCCC3)nc2C)c(OC)c1 | 5.3%
COc1ccccc1CNC(=O)CS(=O)(=O)c1cccc2nsnc12 | 4.2%
CCN1CCN(S(=O)(=O)c2ccc(Cl)c(C(=O)NCCc3ccccc3)c2)CC1 | 7.8%
Cc1cc(C)cc(NC(=O)COc2ccc(C(=S)N3CCOCC3)cc2)c1 | 13.7%
O=C(CNC(=O)c1ccccc1F)Nc1ccccc1C(F)(F)F | 3.8%
Nc1ccn([C@@H]2O[C@H](CNC(=O)[C@H]3CCC(=O)N3)[C@@H](O)[C@H]2O)c(=O)n1 | -1.7%
CC(=O)OCCn1c([N+](=O)[O-])cnc1C=[N+]([O-])C1CCCCC1 | -2.9%
COc1ccc(N(CC(=O)NCCc2ccccc2)S(=O)(=O)c2ccc(OC)c(OC)c2)cc1 | 2.9%
Cc1cccc(Nc2c([N+](=O)[O-])c(=O)n(C)c3ccccc23)c1 | 19.5%
CCOC(=O)/C(=N\Nc1ncnc2ccccc12)c1ccc(C)cc1 | -0.6%
CCOc1cccc(N(C(=O)c2ccco2)C(C(=O)NC2CCCC2)c2cccnc2)c1 (stereo not given) | 5.0%
COc1ccccc1-c1c(NC(=O)c2ccco2)n(C)c2ccccc2c1=O | -4.7%

Of the compounds above, these contain a COOH group:
SMILES | aSyn yeast rescue
CN(CC(=O)O)c1ccc(C(F)(F)F)cc1[N+](=O)[O-] | -14.5%
Cc1ccc(C(=O)Nc2cccc(C(=O)O)c2)cc1S(=O)(=O)N1CCCC1 | -5.2%
COc1ccc(-n2c(CCC(=O)O)ccc2-c2ccccc2)c(OC)c1 | 6.7%
CCc1ccc(-n2c(CCC(=O)O)ccc2-c2ccc(F)cc2)cc1 | 11.2%

More compounds:
SMILES | aSyn yeast rescue
COC(=O)CCN(c1ccccc1)S(=O)(=O)c1cc(-c2cc(C)no2)ccc1OC | 0.6%
COc1ccc(S(=O)(=O)n2nc(C)c(S(=O)(=O)N3CCCCC3)c2C)cc1 | 0.7%
Cc1cc(OCCn2cnc3ccccc3c2=O)cc(C(C)C)c1 | 2.6%
CC(NS(=O)(=O)c1ccc(Br)cc1)C(=O)NCc1ccc2c(c1)OCO2 (stereo not given) | 3.6%
Cc1ccc(-c2ccc(=O)n(C(C)C(=O)Nc3ccccc3Cl)n2)cc1C (stereo not given) | 18.5%
COC(=O)c1sc2nc(CSc3ccc(Br)cc3)[nH]c(=O)c2c1C | 7.1%
COc1ccccc1CCNC(=O)C(=O)NCC(c1ccco1)S(=O)(=O)c1cccs1 (stereo not given) | 11.4%
Cc1ccc(S(=O)(=O)NN=C2C3CC4CC(C3)CC2C4)cc1 | 2.0%
COc1cc(/C=C\C(=O)NCc2ccc3[nH]c(C)cc3c2)cc(OC)c1OC | -9.4%
COc1ccc(OC(=O)N(C)C[C@H]2OCc3cn(nn3)CCCC(=O)N([C@H](C)CO)C[C@@H]2C)cc1 | -5.0%
Cc1cc2nc3ccc(N(C)C)cc3nc2cc1N | -15.6%
CCN1CCN(C(=O)c2ccc3c(c2)N(Cc2ccccc2)C(=O)c2ccccc2S3=O)CC1 (stereo not given) | 4.5%&-9.8%
Cc1ccccc1N(C(=O)c1snc(C(N)=O)c1N)C(C(=O)NCC1CCCO1)c1ccc(N(C)C)cc1 (stereo not given) | 6.7%
COc1ccc(OC)c(NC(=O)CN(C)S(=O)(=O)c2ccc3[nH]c4c(c3c2)CCCC4)c1 | 4.7%
Cc1cc(C)nc(NS(=O)(=O)c2ccc(NC(=O)c3cc(-c4ccccc4)nc4ccccc34)cc2)n1 | -0.7%
Cn1cc(/C=C2\SC(=O)N(c3ccccc3)C2=O)c2ccccc21 | 6.0%
COc1ccc(C(=O)NCC(=O)N2CCc3ccccc3C2)cc1 | 4.6%
O=C(Nc1ccccc1Cl)c1cc2c(-c3ccccc3)nn(-c3ccccc3)c2s1 | 7.9%
N#Cc1ccccc1S(=O)(=O)N1CCC(Oc2ccc(-n3cnnn3)cc2)CC1 | 3.2%
COc1ccccc1CNC(=O)c1ccc2c(c1)sc1nc(-c3ccc(F)cc3)cn12 | 4.7%
COc1ccc(NC(=O)CSc2nnc(NC(=O)C3CCC3)s2)cc1 | 5.4%
COc1ccc(C)cc1NC(=O)c1nnn(Cc2cccc(Br)c2)c1N | -4.4%
NS(=O)(=O)c1ccc(NC(=O)CSc2ccc3ccccc3n2)cc1 | -6.2%
COc1ccccc1C(=O)Nc1cccc(OCc2cc(=O)n3c(C)csc3n2)c1 | 2.2%
NC(=O)NC(=O)CN1C(=O)NC(c2ccccc2)(c2ccccc2)C1=O | 1.8%
